LMPTP inh: LMPTP (human) inhibition. P24666. recombinant LMPTP-A, OMFP fluorogenic substrate, fluorescence intensity. inhibition, % at 20 µM. 360,000 tested, 0.22% active. AID 651560;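 active = compounds that cut the enzyme signal by at least half of the control window in the single-dose screen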;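 also: plate controls were DMSO wells with enzyme plus substrate for no effect and substrate without enzyme for full effect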
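Material: LMPTP-A; amount: 0.625 nM enzyme; doses: single 20 µM dose; times: reaction 50 min, room temperature, dark; technique: fluorescence intensity of OMFP turnover product; benchmarks: no-enzyme and uninhibited controls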
TbMetRS inhib: Trypanosoma brucei MetRS inhibition | 360,000 tested, 0.4% active | purified T. brucei MetRS, ATP depletion, Kinase-Glo luminescence | inhibition, % at 11.9 µM | AID 624268;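 active = inhibition above a per-plate cutoff of the control wells' mean inhibition plus 3 SD, cut at about 5.5% in these data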;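 also: 0% = DMSO wells median and 100% = median of wells with control inhibitor compound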
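Material: parasite MetRS enzyme / Replication: singlicate, one well per compound / Signal: luminescence of leftover ATP / Schedule: 2 h aminoacylation at 25 °C after 15 min preincubation / Medium: HEPES-MgCl2-KCl buffer plus DTT, spermine, BSA, pyrophosphatase / Doses: 11.9 µM single point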
STEP inh: blocks human striatal-enriched tyrosine phosphatase. P54829. recombinant STEP, OMFP fluorogenic substrate, fluorescence. inhibition, % at 20 µM. 360,000 tested, 0.25% active. AID 588621;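 active = inhibition at 20 µM, scaled per plate between control wells, above about 37%, limit read from the data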;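 also: 0% = DMSO with enzyme and substrate and 100% = substrate only without enzyme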
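Material: STEP (striatal-enriched tyrosine phosphatase) enzyme, cell-free; Compound dosing: 20 µM single dose in 1% DMSO; Technique: fluorescence read at 480 nm ex / 540 nm em; Times: reaction 20 min, ambient temperature; Medium: 50 mM Bis-Tris pH 6.0 with 2.5 mM DTT and 0.005% Tween 20; Also added: OMFP at 25 µM.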
Scp-1 inhibitor: blocks human Scp-1 phosphatase activity | Q9GZU7 | Recombinant Scp1, phosphopeptide, malachite green phosphate absorbance | inhibition, % at 20 µM | 340,000 tested, 0.88% active | AID 493091;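 active = inhibition above about 50% at 20 µM, limit read from the data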;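 also: plate controls were DMSO wells with enzyme for no effect and wells lacking enzyme for full effect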
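Test system – truncated SCP-1 phosphatase (76-261aa) · Reagent – Phosphorylated 17-residue peptide substrate · Incubation – 45 min room-temperature reaction, 5 min colour, 30 min stabiliser · Detection – colorimetric phosphate reagent with accelerator and stabiliser, absorbance at 630 nm · Measure – % inhibition at 20 µM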
DNMT1 block: inhibitors of human DNMT1; inhibition (reported as % activation of signal), % at 10 µM; DNMT1 molecular beacon, Hinp1I cleavage, fluorescence; 360,000 tested, 0.83% active; P26358; AID 588458; in the data active = inhibition above about 50%
NRP1-CendR mod: alters CendR peptide binding to human NRP-1; O14786; AID 602438; 360,000 tested, 0.85% active; FAM-RPARPAR peptide binding to NRP-1, fluorescence polarization; inhibition, % at 25 µM;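 active = inhibition or corrected inhibition above about 18%, plus a signal ratio from 0.5 to 1.5, limit read from the data, passing the limit was not always enough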; also: strong numbers were not always called active
eLon inh: inhibits E. coli Lon protease. purified E. coli Lon protease, fluorescence polarization. inhibition, % at 7.94 µM. 360,000 tested, 0.42% active. AID 602123; in the data active = inhibition above about 13%, passing the limit was not always enough;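 also: 0% = enzyme with probe and DMSO and 100% = no enzyme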
MsrA inhibitor: bovine MsrA inhibition; inhibition, % at 15.5 µM; 360,000 tested, 0.75% active; purified bovine MsrA, absorbance read-out; in the data active = inhibition above about 4.5%;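 also: 0% = vehicle wells with enzyme and 100% = reference inhibitor wells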
MsrA act: bovine methionine sulfoxide reductase A activation; AID 602163; 360,000 tested, 0.3% active; activation, % at 10.6 µM; purified bovine MsrA, absorbance read-out; in the data active = activation above about 7.5%;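 also: 0% = vehicle and 100% = reference activator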
SUMO1-SIM PPI: modulators of human SUMO1-mediated protein-protein interactions; SUMO1 binding to a labelled peptide, TR-FRET, 1 h; inhibition, % at 20 µM; 360,000 tested, 0.33% active; AID 602429; in the data active = inhibition above about 37%
Active calls of the source: *; nt = not tested or not shown.

eLon inh	TbMetRS inhib	Scp-1 inhibitor	STEP inh	NRP1-CendR mod	MsrA act	DNMT1 block	SUMO1-SIM PPI	LMPTP inh	MsrA inhibitor	Compound
-8	-0.4	-1	2	2	-5	0	1	-0.2	-0.1	O=c1cc(CSc2nnnn2-c2ccccc2)nc2scc(-c3ccccc3)n12
-4	0.7	18	0	-2	1	1	-22	-1.3	1.1	CC(NC(=O)COc1cccnc1[N+](=O)[O-])c1ccc(Cl)cc1Cl (stereo not drawn)
9	1.2	4	-2	-14	-2	0	4	8.0	0.1	Cc1cc(C)c2oc(C(=O)Nc3ccc(S(=O)(=O)Nc4nccs4)cc3)cc(=O)c2c1
2	0.1	-3	-2	8	0	0	0	0.9	1.1	O/N=C1\CCCc2nnc3c(c21)CCCC3
1	-0.3	-1	-2	1	-4	-1	3	-3.4	0.2	Cc1ccccc1NC(=O)C[n+]1cc(-c2ccccc2)n2c1CCC2
1	-0.2	-6	-2	2	2	9	1	0.8	-1.3	CCN1C(=O)[C@H]2[C@@H](c3ccc(C)cc3)N3C(=O)N(c4cccc(Br)c4)C(=O)[C@@]3(CC)[C@H]2C1=O
2	-0.4	-5	1	6	-4	4	1	-1.8	-2.3	COc1ccc(NC(=O)Nc2c(C)n(C)n(-c3ccccc3)c2=O)c(OC)c1
-16	-0.2	9	0	2	-1	-1	1	-1.4	-1.0	CCc1ccc(NC(=S)N2CCCCCCC2)cc1
-13	-1.1	-8	0	2	-6	1	3	-0.4	1.6	O=C(COC(=O)C1=COCCO1)Nc1cccc(Oc2ccccc2)c1
-27	-0.5	66*	0	-62	-10	88*	14	-0.1	1.0	Cc1cc(C(=O)NNC(=O)/C=C/c2ccco2)c(C)o1
-4	-0.1	-16	1	-9	-1	-3	1	2.6	-0.3	COc1ccc(-c2noc(CCC(=O)NCc3cc(Br)ccc3OC)n2)cc1
16	-0.7	6	2	-7	-2	2	4	0.5	-0.7	c1cnc(NC2C3CC4CC(C3)CC2C4)nc1 (stereo not drawn)
1	0.3	-1	1	-8	-3	-1	2	-0.4	-0.2	CC1=C(C#N)C(NC(=O)c2ccc(C)cc2)(C(F)(F)F)C(=O)N1 (stereo not drawn)
-1	-1.2	-3	-1	-9	-4	-2	3	1.0	-0.5	O=C(Nc1ccccn1)c1ccc(-c2ccccc2)cc1
1	-0.3	0	1	4	1	1	4	-0.9	-0.5	CCN(C(=O)c1ccc(=O)n(C)n1)c1c(N)n(Cc2ccccc2)c(=O)[nH]c1=O
-11	0.1	-4	-4	2	2	0	2	-0.5	0.1	COc1ccccc1N1CCN(/N=C(\C)c2ccccc2O)CC1
-4	-1.4	5	-2	-12	-8	0	-5	-0.1	-0.3	Cc1cc(C)c(S(=O)(=O)NCc2cn3c(C)csc3n2)cc1C
5	-0.1	-9	-1	7	1	0	-8	-0.8	-0.1	CCn1c(=O)c(C(=O)NNC(=O)Cc2ccccc2)c(O)c2ccccc21
-6	-0.2	-14	0	-18	4	0	-36	-7.5	0.5	CC[C@H](C)[C@@H](CN[C@H](CCCCNC)CNC)NCC1CCCC1
0	0.2	nt	-1	0	-2	4	0	-1.5	2.1	Cc1ccc(C2NC(=S)N3C(c4ccc(C)cc4)NC(=S)N23)cc1 (stereo not drawn)
-5	0.3	6	2	-9	2	3	5	1.3	-0.7	Cc1ccccc1Cn1ccc(NC(=O)c2cc3nc(-c4ccco4)cc(C(F)(F)F)n3n2)n1
-7	0.1	-14	-1	1	-3	-13	-21	-0.2	-0.8	Cn1cccc1C(=O)NC(=O)COC(=O)c1cc(Cl)ccc1[N+](=O)[O-]
-4	-0.1	29	-2	-7	0	-3	-9	1.2	-0.2	Cc1ccc2cc(CCNS(=O)(=O)c3ccc(F)cc3)c(=O)[nH]c2c1C
-12	-0.6	-3	-2	1	1	-5	3	0.0	0.4	CCN(CC)c1ccc(NC(=O)COC(=O)CCC(=O)c2cccs2)cc1
-41	2.1	-7	0	-60	-6	-12	-5	3.8	1.9	Nc1c(C(=O)N/N=C/c2cccnc2)oc2nc(-c3ccccc3)cc(-c3ccco3)c12
-1	-1.4	24	0	-14	-2	20	4	-1.0	1.4	Cc1cccc(C(=O)NCc2ccco2)c1
-1	0.2	-4	1	31*	-2	2	6	2.1	-1.2	CC(C)(C)c1ccc(SCCc2cccnc2)cc1
-2	-0.5	-9	1	-6	2	-3	-3	-0.2	-0.1	Cc1ccc(-c2nnn(Cc3nc(N)nc(N4CCOCC4)n3)n2)cc1
0	0.4	-7	0	-2	-1	6	-2	-0.2	0.6	Cc1cccc(NC(=O)/C(C#N)=C\c2ccc(C(=O)O)cc2)c1
2	-0.4	1	1	31*	-1	-3	3	0.9	-0.5	C[C@H](CO)N1C[C@H](C)[C@@H](CN(C)C(=O)Nc2ccc3c(c2)OCO3)Oc2c(NS(=O)(=O)c3ccc(F)cc3)cccc2C1=O
-1	-0.4	11	2	-3	-2	2	-26	-0.4	0.6	CN(C(=O)COC(=O)/C=C/c1ccc2c(c1)OCO2)c1c(N)n(Cc2ccccc2)c(=O)[nH]c1=O
2	0.2	-3	-1	-8	1	2	1	-1.0	1.7	C=CCn1c(C)nnc1SCC(=O)c1[nH]c(C)c(C(C)=O)c1C
-13	-0.3	-18	-1	-5	-1	1	-4	0.9	-0.5	COc1ccccc1N1CC(C)(C)C(=O)N(C(=O)c2ccc(C)cc2)C1=S
0	-0.3	-17	7	5	-2	-1	-25	0.4	0.9	COc1cccc(C(=O)NCCN2C(=O)S/C(=C/c3cccs3)C2=O)c1OC
-6	0.4	1	2	-65	0	5	-17	3.7	0.9	Cc1c(C(=O)O)cccc1-n1c(C)cc(/C=N/Nc2ccc([N+](=O)[O-])cn2)c1C
0	-1.0	-4	-5	-4	-3	-9	0	-1.8	nt	COc1ccc(N2CCN(CCCNC(=O)C3(S(=O)(=O)c4ccc(Cl)cc4)CC3)CC2)cc1
-4	0.2	nt	-1	-1	-4	0	6	-2.1	1.1	CC1(C(=O)NS(=O)(=O)c2cccc(F)c2)CCN1C(=O)C1CCCCC1 (stereo not drawn)
-3	-0.3	-7	0	2	0	8	2	-1.1	-1.1	CC(OC(=O)/C=C/c1cccc(Cl)c1)C(=O)NC1CCCCC1C (stereo not drawn)
-1	-0.4	-5	2	-5	-3	-2	0	0.8	1.0	Cc1ccccc1OCCNC(=O)c1ccco1
-12	0.4	-1	0	-10	-1	0	7	1.5	-1.2	CNc1snc(C)c1C(=O)OCC(=O)Nc1ccc(C)cc1F
3	0.0	-3	11	4	-1	2	1	-0.6	0.2	O=C(NC(Cc1ccc2c(c1)OCO2)C(=O)NC(Cc1ccccc1)C(=O)O)c1ccccc1 (stereo not drawn)
-5	0.6	-4	0	-8	-2	-3	0	-0.2	0.7	Cc1nn(Cc2ccccc2)c(C)c1C(=O)Nc1ccc(N2CCOCC2)cc1
2	0.0	-2	4	15	-5	-1	-2	-0.3	0.2	COc1cc2ccccc2cc1C(=O)N(CCN(C)C)c1nc2ccc(C)cc2s1
nt	-1.0	nt	nt	-2	nt	nt	-2	-2.4	-0.7	O=C1Nc2ccccc2C(=O)N(Cc2ccccc2)C1C(=O)NC1CC1 (stereo not drawn)
-1	-0.1	19	1	1	0	-1	3	3.2	1.7	COc1ccc(-c2n(Cc3ccccc3)c3ccccc3[n+]2Cc2ccccc2)cc1
-2	0.0	nt	0	-21	-7	4	1	1.2	0.3	CC(=O)c1cccc(NC(=O)c2ccc(-n3cncn3)c3ccoc23)c1
0	-0.2	3	-2	-9	-4	0	1	-1.7	-0.8	O=C(c1ccc(F)cc1)N1CCC(C(=O)N2CCN(c3ncccn3)CC2)CC1
-53	-0.3	-6	-2	-50	-1	-8	25	-0.9	2.0	Nc1nc(-c2ccc3c(c2)OCCO3)c(CC(=O)O)s1
3	-0.6	-10	1	-5	-1	-3	1	1.4	0.6	COc1ccccc1NC(=O)COc1ccc(-c2nn(C)c(=O)c3ccccc23)cc1
4	-1.4	-6	0	5	-3	-1	2	-0.1	-0.4	COc1cc(OC)nc(Oc2cccc(C(F)(F)F)c2)n1
-3	-1.1	0	2	-5	-10	3	-14	-0.6	1.1	Cn1ncc(Cl)c1C(=O)N/N=C/c1cccc(OC2CSC2)c1
-3	-0.1	-4	1	-8	1	1	2	0.2	-0.4	CCOC(=O)C1=C(N)OC2=C(C(=O)CCC2)C1c1ccccc1OCC (stereo not drawn)

Some of these compounds in order of their number in Scp-1 inhibitor, highest first.
compound	eLon inh	TbMetRS inhib	Scp-1 inhibitor	STEP inh	NRP1-CendR mod	MsrA act	DNMT1 block	SUMO1-SIM PPI	LMPTP inh	MsrA inhibitor
Cc1cccc(C(=O)NCc2ccco2)c1	-1	-1.4	24	0	-14	-2	20	4	-1.0	1.4
Cc1c(C(=O)O)cccc1-n1c(C)cc(/C=N/Nc2ccc([N+](=O)[O-])cn2)c1C	-6	0.4	1	2	-65	0	5	-17	3.7	0.9
Nc1nc(-c2ccc3c(c2)OCCO3)c(CC(=O)O)s1	-53	-0.3	-6	-2	-50	-1	-8	25	-0.9	2.0

Profiles, looked up by structure.
Entry for `CC1(C(=O)NS(=O)(=O)c2cccc(F)c2)CCN1C(=O)C1CCCCC1` (stereo not drawn) = eLon inh = -4; TbMetRS inhib = 0.2; Scp-1 inhibitor = nt; STEP inh = -1; NRP1-CendR mod = -1; MsrA act = -4; DNMT1 block = 0; SUMO1-SIM PPI = 6; LMPTP inh = -2.1; MsrA inhibitor = 1.1
Entry for `Cc1cccc(C(=O)NCc2ccco2)c1` = eLon inh = -1; TbMetRS inhib = -1.4; Scp-1 inhibitor = 24; STEP inh = 0; NRP1-CendR mod = -14; MsrA act = -2; DNMT1 block = 20; SUMO1-SIM PPI = 4; LMPTP inh = -1.0; MsrA inhibitor = 1.4

Bioassay records (PubChem)
